IDE exosite FP = displaces the probe from the exo-site of human IDE; purified IDE, FL-6b probe fluorescence polarization; hits give low values; z-score at 20 µM; hit rate 6.3% among 17,000;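 active = z-score of -3 or lower, meaning strong loss of probe binding signal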;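 also: His-tagged human IDE residues 42-1019 made in E. coli with 30 nM FL-6b probe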
Target sequence (P14735 42-1019 limits assumed): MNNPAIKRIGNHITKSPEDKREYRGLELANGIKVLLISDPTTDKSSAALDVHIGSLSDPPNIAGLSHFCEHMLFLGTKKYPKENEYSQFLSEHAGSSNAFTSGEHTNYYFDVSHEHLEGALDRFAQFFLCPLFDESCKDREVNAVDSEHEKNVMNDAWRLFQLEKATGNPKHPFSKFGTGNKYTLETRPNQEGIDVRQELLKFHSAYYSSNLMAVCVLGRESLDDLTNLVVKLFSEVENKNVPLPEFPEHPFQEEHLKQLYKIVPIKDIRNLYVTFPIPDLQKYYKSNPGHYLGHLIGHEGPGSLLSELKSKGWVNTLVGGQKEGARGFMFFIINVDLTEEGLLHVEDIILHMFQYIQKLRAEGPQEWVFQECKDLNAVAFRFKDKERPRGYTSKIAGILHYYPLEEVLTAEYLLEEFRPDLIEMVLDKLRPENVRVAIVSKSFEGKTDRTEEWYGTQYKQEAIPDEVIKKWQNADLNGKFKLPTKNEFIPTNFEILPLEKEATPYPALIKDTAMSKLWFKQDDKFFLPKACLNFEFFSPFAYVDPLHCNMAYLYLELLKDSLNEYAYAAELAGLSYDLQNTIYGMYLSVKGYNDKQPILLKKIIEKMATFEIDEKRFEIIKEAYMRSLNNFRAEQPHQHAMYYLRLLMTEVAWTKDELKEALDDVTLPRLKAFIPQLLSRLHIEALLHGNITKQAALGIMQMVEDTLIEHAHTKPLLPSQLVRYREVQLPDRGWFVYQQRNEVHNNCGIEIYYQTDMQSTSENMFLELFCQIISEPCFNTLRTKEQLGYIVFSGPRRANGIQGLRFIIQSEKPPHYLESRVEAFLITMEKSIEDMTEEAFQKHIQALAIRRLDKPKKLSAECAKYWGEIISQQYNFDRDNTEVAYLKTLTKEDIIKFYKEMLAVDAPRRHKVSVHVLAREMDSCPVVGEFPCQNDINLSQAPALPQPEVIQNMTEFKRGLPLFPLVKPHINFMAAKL
* = called active by the depositor; & = joins results of further samples; ! = a repeat was not active. A portion of the library, so the mix of outcomes need not match the whole.

SMILES	IDE exosite FP
CC(C)CC#Cc1ccc([C@@H]2[C@@H](CO)N3C(=O)CN(C(=O)NC4CCCCC4)C[C@H]23)cc1	0.394
O=C(C[C@H]1CC[C@H]2[C@@H](COC[C@@H](O)CN2C(=O)Cc2ccccc2)O1)NC1Cc2ccccc2C1	-0.126
CO[C@H]1CN(C)C(=O)c2ccc(NC(=O)c3ccno3)cc2OC[C@H](C)N(S(C)(=O)=O)C[C@@H]1C	1.05
C[C@@H]1CN([C@@H](C)CO)C(=O)CCCn2cc(nn2)CO[C@H]1CN(C)C(=O)Nc1cccc(C(F)(F)F)c1	-0.533
CC[C@H]1C/C=C\C[C@@H](c2ccc(OC)cc2OC)NC(=O)[C@H](C)CC(=O)N1	0.932
C/C=C/c1ccc([C@@H]2[C@@H](CO)N(C(=O)C3CC3)[C@H]2CN(C)C(=O)CC)cc1	1.76
COc1ccc(NC(=O)N2CC(=O)N3[C@H](CO)[C@H](c4ccc(Br)cc4)[C@H]3C2)cc1	-0.557
COC(=O)c1ccc(CN2CC(=O)N3[C@H](CO)[C@@H](c4ccc(Br)cc4)[C@@H]3C2)cc1	-3.55*
C/C=C/c1ccc([C@H]2[C@@H](CO)N(C(C)=O)[C@H]2CNC(=O)c2ccccc2)cc1	-0.498
Cc1ccc(-c2ccc([C@H]3[C@H]4CN(C(=O)Cc5ccccn5)CC(=O)N4[C@H]3CO)cc2)cc1	-2.05
CO[C@H](CN(C)C(=O)c1cnccn1)[C@H](C)CN([C@@H](C)CO)S(=O)(=O)c1ccccc1	0.567
C[C@H]1CC=CC[C@H](c2ccc(F)cc2)NC(=O)[C@@H](Cc2ccccc2)N(C)C(=O)c2ccccc2O1 (mixture of isomers)	-0.0975
C/C=C/c1ccc([C@H]2[C@@H](CO)N(C(=O)COC)[C@@H]2CNC(=O)C2CC2)cc1	1.5
CO[C@@H]1CN(C)C(=O)c2cc(NS(=O)(=O)c3cn(C)cn3)ccc2OC[C@@H](C)N(Cc2cccc(C(F)(F)F)c2)C[C@H]1C	-0.802
C[C@@H]1CCCCO[C@@H](CN(C)C(=O)c2ccncc2)[C@H](C)CN([C@H](C)CO)C(=O)c2cc(NC(=O)CCC(F)(F)F)ccc2O1	-0.306

7 records drawn at random from the list so far:
SMILES	IDE exosite FP
COC(=O)c1ccc(CN2CC(=O)N3[C@H](CO)[C@@H](c4ccc(Br)cc4)[C@@H]3C2)cc1	-3.55*
C[C@@H]1CN([C@@H](C)CO)C(=O)CCCn2cc(nn2)CO[C@H]1CN(C)C(=O)Nc1cccc(C(F)(F)F)c1	-0.533
CO[C@@H]1CN(C)C(=O)c2cc(NS(=O)(=O)c3cn(C)cn3)ccc2OC[C@@H](C)N(Cc2cccc(C(F)(F)F)c2)C[C@H]1C	-0.802
CO[C@H](CN(C)C(=O)c1cnccn1)[C@H](C)CN([C@@H](C)CO)S(=O)(=O)c1ccccc1	0.567
C/C=C/c1ccc([C@H]2[C@@H](CO)N(C(=O)COC)[C@@H]2CNC(=O)C2CC2)cc1	1.5
CC(C)CC#Cc1ccc([C@@H]2[C@@H](CO)N3C(=O)CN(C(=O)NC4CCCCC4)C[C@H]23)cc1	0.394
CO[C@H]1CN(C)C(=O)c2ccc(NC(=O)c3ccno3)cc2OC[C@H](C)N(S(C)(=O)=O)C[C@@H]1C	1.05

Other results.
SMILES	IDE exosite FP
c1cncc(-c2ccc(C3[C@@H]4CN(Cc5ccc6c(c5)OCO6)C[C@H]3N4)cc2)c1 (some centres undefined)	-1.07&-0.537
COc1cccc(-c2ccc([C@H]3[C@@H](CO)N4C(=O)CN(C(=O)CN5CCOCC5)C[C@@H]34)cc2)c1	-3.54*
CN1C(=O)c2cc(NC(=O)C3CCOCC3)ccc2OC[C@@H]2O[C@@H](CC(=O)NCC3CCCCC3)CC[C@@H]21	0.0604
CC(C)[C@@H]1CC=CC[C@H](C)Oc2ccccc2C(=O)N(C)[C@@H](C(C)C)C(=O)N1 (mixture of isomers)	-0.815
COc1ccc(C#Cc2ccc([C@H]3[C@@H](CO)N4C(=O)CN(C(=O)Nc5ccccc5F)C[C@H]34)cc2)cc1	5.88
CCC(=O)NC[C@@H]1[C@H](c2ccc(C3=CCCC3)cc2)[C@@H](CO)N1C(C)=O	3.35
CC(C)C#Cc1ccc([C@@H]2[C@@H](CO)N3CCCCN(C(=O)NC(C)C)C[C@H]23)cc1	0.572
Cc1cccc(S(=O)(=O)N2CCCCN3[C@H](CO)[C@@H](c4ccc(C#CC5CC5)cc4)[C@@H]3C2)c1	1.34
CC(=O)N1[C@H](CO)[C@H](c2ccc(C3=CCCCC3)cc2)[C@@H]1CNC(=O)CN(C)C	-0.902
O=C1CNC[C@H]2[C@@H](c3ccc(C#CC4CCCCC4)cc3)[C@H](CO)N12	-0.204
C/C=C/c1ccccc1[C@@H]1[C@@H](C#N)N(C(C)=O)[C@@H]1CO	-1.31
O=C(C1CC1)N1CC(=O)N2[C@@H](CO)[C@H](c3ccc(-c4cccnc4)cc3)[C@@H]2C1	0.848
COc1ccccc1NC(=O)N1CCCCN2[C@@H](CO)[C@H](c3ccc(-c4cccc(C)c4)cc3)[C@@H]2C1	-2.81
Cn1cnc(S(=O)(=O)N2CCCCN3[C@@H](CO)[C@H](c4ccc(C#CC5CCCC5)cc4)[C@@H]3C2)c1	3.29
N#C[C@H]1[C@H](c2ccc(-c3ccccc3F)cc2)[C@H](CO)N1C(=O)c1ccccn1	-3.1*

6 of the entries above in order of the IDE exosite FP value, high to low.
SMILES	IDE exosite FP
COc1ccc(C#Cc2ccc([C@H]3[C@@H](CO)N4C(=O)CN(C(=O)Nc5ccccc5F)C[C@H]34)cc2)cc1	5.88
Cc1cccc(S(=O)(=O)N2CCCCN3[C@H](CO)[C@@H](c4ccc(C#CC5CC5)cc4)[C@@H]3C2)c1	1.34
CC(C)[C@@H]1CC=CC[C@H](C)Oc2ccccc2C(=O)N(C)[C@@H](C(C)C)C(=O)N1 (mixture of isomers)	-0.815
CC(=O)N1[C@H](CO)[C@H](c2ccc(C3=CCCCC3)cc2)[C@@H]1CNC(=O)CN(C)C	-0.902
COc1ccccc1NC(=O)N1CCCCN2[C@@H](CO)[C@H](c3ccc(-c4cccc(C)c4)cc3)[C@@H]2C1	-2.81
N#C[C@H]1[C@H](c2ccc(-c3ccccc3F)cc2)[C@H](CO)N1C(=O)c1ccccn1	-3.1*

Remaining list, next part
SMILES	IDE exosite FP
C[C@H]1CN([C@@H](C)CO)C(=O)CCCn2cc(nn2)CO[C@@H]1CN(C)C(=O)CCC(F)(F)F	-0.217
O=C(C[C@H]1CC[C@@H]2[C@H](COC[C@@H](O)CN2CCC(F)(F)F)O1)NCC1CC1	1.91
Cc1noc(C)c1NC(=O)Nc1ccc2c(c1)C(=O)N(C)[C@@H]1CC[C@@H](CC(=O)N[C@@H]3CCN(Cc4ccccc4)C3)O[C@H]1CO2	0.238
CCC(=O)N1C[C@@H](C)[C@H](OC)CN(C)C(=O)c2cc(NC(=O)Nc3ccc(Cl)cc3)ccc2OC[C@H]1C	0.334
CC(=O)N1CC2(C1)[C@H](c1ccccc1)[C@@H](CO)N2C(=O)c1cnccn1	1.11
Cc1cccc(S(=O)(=O)N2C[C@@H]3N[C@H](C2)C3c2ccc(-c3ccccc3C)cc2)c1 (some centres undefined)	-6.55*!
CN(C)C(=O)c1ccc(-c2ccccc2[C@@H]2[C@@H](CO)N(C(=O)C3CCC3)[C@H]2C#N)cc1	2.49
COc1cccc(S(=O)(=O)N2CCCCN3[C@H](CO)[C@H](c4ccc(-c5ccncc5)cc4)[C@@H]3C2)c1	2.32
C/C=C/c1cnc2c(c1)C(=O)N([C@@H](C)CO)C[C@H](C)[C@H](CN(C)C(=O)Nc1cccc(OC)c1)O2	0.0376
CCCNC(=O)N1CC(=O)N2[C@H](CO)[C@H](c3ccc(C#Cc4ccc(F)cc4)cc3)[C@@H]2C1	-0.113
Cc1cccc(S(=O)(=O)N2CCCCN3[C@H](CO)[C@@H](c4ccc(C#CC(C)C)cc4)[C@@H]3C2)c1	1.9
Cc1ccc(S(=O)(=O)N(C)C[C@@H]2Oc3c(NS(C)(=O)=O)cccc3C(=O)N([C@H](C)CO)C[C@@H]2C)cc1	0.609
O=C(Cc1ccccn1)N1CC(=O)N2[C@H](CO)[C@@H](c3ccc(C#CC4CC4)cc3)[C@@H]2C1	0.65
C[C@H]1CCCCO[C@@H](CN(C)C(=O)NC2CCCCC2)[C@@H](C)CN([C@@H](C)CO)C(=O)c2cc(N(C)C)ccc2O1	0.00421
OC[C@H]1[C@H](c2ccc(-c3ccccc3F)cc2)[C@@H]2CN(Cc3cccnc3)CCCCN12	2.57
COc1cccc(-c2ccc([C@H]3[C@H](CO)N4CCCCN(Cc5cncnc5)C[C@@H]34)cc2)c1	-3.01*
CO[C@H](CN(C)C(=O)Nc1ccc(Cl)cc1)[C@@H](C)CN(Cc1ccccc1Cl)[C@H](C)CO	2
CN(C)C(=O)c1cccc(-c2ccc([C@H]3[C@H]4CN(S(C)(=O)=O)CCCCN4[C@H]3CO)cc2)c1	2.86
CN(C)C(=O)c1ccc(-c2ccc([C@@H]3[C@@H](CO)N4CCCCN(Cc5cccnc5)C[C@H]34)cc2)cc1	-0.823
O=C(C1CC1)N1CC2(C1)[C@H](c1ccccc1)[C@@H](CO)N2S(=O)(=O)c1ccccc1	1.11
CCS(=O)(=O)N1CC(=O)N2[C@H](CO)[C@@H](c3ccc(C#CC4CC4)cc3)[C@@H]2C1	-2.72
COc1ccccc1-c1ccc([C@@H]2[C@@H](CO)N3CCCCN(C(=O)NC4CCCC4)C[C@H]23)cc1	-8.39*
Cc1ccc(-c2ccc([C@@H]3[C@H]4CN(C(=O)Cc5ccccn5)CC(=O)N4[C@H]3CO)cc2)cc1	-0.799
CCCC#Cc1ccc([C@H]2[C@@H](CO)N(C(=O)C3CC3)[C@H]2C#N)cc1	0.0113
O=C(Cc1ccncc1)N1CC[C@@H]2[C@H]1c1cc(-c3ccccc3F)ccc1N[C@@H]2CO	0.00648
Cc1ccccc1-c1ccccc1[C@H]1[C@@H](CO)N(C(=O)c2ccc(F)cc2)[C@H]1C#N	0.891
C/C=C/c1ccc([C@@H]2[C@@H](CN(CC)C(=O)CC)N(S(C)(=O)=O)[C@H]2CO)cc1	3.03
Cc1noc(C)c1NC(=O)N(C)C[C@@H]1Oc2cc(C#CCN(C)C)ccc2S(=O)(=O)N([C@H](C)CO)C[C@@H]1C	-1.89
COCC(=O)N1CCCCN2[C@H](CO)[C@H](c3ccc(-c4ccc(F)cc4)cc3)[C@@H]2C1	-2.07
O=C(NCC[C@@H]1CC[C@H](NC(=O)c2ccccc2F)[C@H](CO)O1)c1cnccn1	0.463
CN1CCCCN2[C@H](C1)[C@@H](c1ccc(C#CC3(O)CCCC3)cc1)[C@@H]2CO	4.03
O=C(Nc1ccccc1F)N1CC(=O)N2[C@H](CO)[C@H](c3ccc(C#Cc4ccccc4)cc3)[C@@H]2C1	-1.46
CC(=O)N1CC2(C1)[C@H](c1ccccc1)[C@@H](CO)N2C(=O)Cc1ccccc1	-0.887
CCNC(=O)C[C@H]1CC[C@H]2[C@@H](COC[C@H](O)CN2C(=O)c2ccccn2)O1	1.49
N#C[C@@H]1[C@@H](c2ccc(-c3cccnc3)cc2)[C@H](CO)N1C(=O)C1CCOCC1	-1.82
CC(=O)N1[C@H](CO)[C@H](c2ccccc2)[C@@H]1CN(C(=O)c1ccc(F)cc1)C(C)C	4.83
CCC(=O)N1[C@H](CO)[C@H](c2ccc(-c3ccccc3)cc2)[C@@H]1CNC(=O)C1CC1	-1.24
COc1cccc(-c2ccc([C@@H]3[C@@H](CO)N4C(=O)CN(C(=O)C5CC5)C[C@@H]34)cc2)c1	-14.8*
C[C@@H]1CCCCO[C@@H](CN(C)Cc2ccncc2)[C@H](C)CN([C@H](C)CO)C(=O)c2cc(NS(=O)(=O)c3ccc(Cl)cc3)ccc2O1	-0.0959
C/C=C/c1ccc([C@H]2[C@@H](CO)N(CC3CC3)C23CN(C(=O)c2ccc4c(c2)OCO4)C3)cc1	0.0824
C/C=C/c1ccc([C@@H]2[C@@H](CO)N3C(=O)CN(Cc4ccc(C(=O)OC)cc4)C[C@H]23)cc1	0.968
CCS(=O)(=O)N1CCCCN2[C@H](CO)[C@@H](c3ccc(-c4ccc(C#N)cc4)cc3)[C@@H]2C1	2.13
CC(C)C#Cc1ccc([C@@H]2[C@@H](CO)N(C(=O)c3ccccn3)[C@H]2C#N)cc1	-0.823
O=C(CN1CCOCC1)N1CC[C@@H]2[C@@H](CO)Nc3ccc(-c4ccccc4F)cc3[C@@H]21	-0.0272
N#C[C@@H]1[C@@H](c2ccc(-c3cccc(F)c3)cc2)[C@H](CO)N1c1nc(-c2ccccc2)cs1	-1.34
Cc1noc(C)c1S(=O)(=O)N(C)C[C@H]1OCCCC[C@@H](C)Oc2ccc(NC(=O)CCC(F)(F)F)cc2C(=O)N([C@@H](C)CO)C[C@H]1C	0.902
O=C(O)C[C@H]1C[C@H]2c3cc(NC(=O)Nc4ccc(C(F)(F)F)cc4)ccc3O[C@H]2[C@H](CO)O1	0.603
Cc1cccc(-c2ccc(C3[C@@H]4CN(Cc5cccnc5)C[C@H]3N4)cc2)c1 (some centres undefined)	-1.11
COc1ccc2c3c([nH]c2c1)[C@@H](CO)N(C(=O)Nc1ccc(F)cc1)CC31CN(C(=O)c2ccccn2)C1	-0.317
CCCN(C[C@@H]1[C@@H](c2ccccc2)[C@H](CO)N1C(C)=O)C(=O)NC(C)C	2.66
COC(=O)C[C@H]1CC[C@H]2[C@@H](COc3ccc(NC(=O)Nc4cccc(C#N)c4)cc3C(=O)N2C)O1	-0.325
Cc1ccccc1S(=O)(=O)N1CC(=O)N2[C@H](C1)[C@H](c1ccc(C#CCC3CCCC3)cc1)[C@@H]2CO	5.5
Cn1cnc(S(=O)(=O)N2CCCCN3[C@@H](CO)[C@@H](c4ccc(-c5ccccc5F)cc4)[C@@H]3C2)c1	-5.63*
CCCC#Cc1ccc([C@H]2[C@@H](C#N)N(C(=O)C3CCCC3)[C@H]2CO)cc1	3.26
CCCC#Cc1ccc([C@H]2[C@@H](CO)N3C(=O)CN(C(=O)CN4CCOCC4)C[C@H]23)cc1	2.28
CCCC(=O)N1CC2(C1)CN(Cc1cccnc1)[C@@H](CO)c1[nH]c3cc(OC)ccc3c12	-2.29
C[C@@H]1CCCCO[C@H](CN(C)CC2CCCCC2)[C@@H](C)CN([C@H](C)CO)C(=O)c2cc(NS(C)(=O)=O)ccc2O1	0.25
C[C@@H]1CN([C@@H](C)CO)C(=O)CCCn2nncc2CO[C@H]1CN(C)C(=O)c1ccc2ccn(C)c2c1	0.126
